# bIAP inhibitor – bovine intestinal alkaline phosphatase inhibitors, primary screen, selectivity assay for TNAP inhibitor project, biochemical, bovine IAP, CDP-star luminescence; alkaline phosphatase, intestinal [Bos taurus]; purified bovine IAP, 30 min; inhibition, % at 20 µM; 190,000 tested, under 10 active; AID 1019, 2008;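 active = over 50% inhibition of intestinal alkaline phosphatase at 20 µM in the single-dose screen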
#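 Incubation: 30 min reaction at room temperature / Material: purified bovine intestinal alkaline phosphatase (IAP) enzyme / Input: enzyme at 1/65,000,000 dilution / Dosing: 20 µM single dose / Signal: CDP-star luminescence signal / Reagent: CDP-star chemiluminescent phosphatase substrate, 30 µM final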
# bIAP activator – bovine intestinal alkaline phosphatase activators, primary screen, biochemical, bovine IAP, CDP-star luminescence | purified bovine IAP, 30 min; active compounds read high; fold of DMSO-control signal, blank-subtracted | alkaline phosphatase, intestinal [Bos taurus] | activation factor at 20 µM | 0.17% of 200,000 active;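 active = activation factor of 2 or more at 20 µM, a signal rise over negative controls twice the positive control's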
# TNAP inh noacc – human TNAP enzyme inhibitors, primary screen, biochemical, luminescent, no phosphate acceptor, uHTS; inhibition, % at 20 µM; 0.26% of 200,000 active; purified TNAP, CDP-star luminescence, 30 min; AID 1012, 2008; Alkaline phosphatase, tissue-nonspecific isozyme (Homo sapiens), P05186;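 active = tissue-nonspecific alkaline phosphatase inhibition above about 50% at 20 µM in the single-dose screen, limit read from the data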;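 also: 0% = DMSO negative control and 100% = EDTA positive control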
# Target sequence (P05186 whole entry, looked up): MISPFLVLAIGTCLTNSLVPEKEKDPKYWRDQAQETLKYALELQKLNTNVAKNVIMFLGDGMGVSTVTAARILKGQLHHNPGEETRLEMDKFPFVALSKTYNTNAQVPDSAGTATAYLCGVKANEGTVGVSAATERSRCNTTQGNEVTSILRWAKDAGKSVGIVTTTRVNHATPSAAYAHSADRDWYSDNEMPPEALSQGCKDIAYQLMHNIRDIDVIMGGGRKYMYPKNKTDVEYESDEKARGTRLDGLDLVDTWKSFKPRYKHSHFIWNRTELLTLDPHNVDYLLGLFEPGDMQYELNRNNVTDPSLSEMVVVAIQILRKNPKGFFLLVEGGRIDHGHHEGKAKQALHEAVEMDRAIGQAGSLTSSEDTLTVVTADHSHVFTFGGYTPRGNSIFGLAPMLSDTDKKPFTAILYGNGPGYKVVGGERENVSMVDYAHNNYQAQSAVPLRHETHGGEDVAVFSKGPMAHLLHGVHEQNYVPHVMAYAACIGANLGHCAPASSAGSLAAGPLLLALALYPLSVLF
# PPARg SRC-3 ag – PPARgamma agonists recruiting SRC-3 coactivator, primary screen, biochemical. Peroxisome proliferator-activated receptor gamma (Homo sapiens), P37231. biochemical PPARgamma/SRC-3 coactivator recruitment assay. activation, % at 8 µM. 0.26% of 200,000 active. AID 731, 2007; in the data active = activation above about 23%;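 also: 0% = DMSO and 100% = reference agonist; some compounds past the cut are filed as inactive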
# Target sequence (P37231 whole entry, looked up): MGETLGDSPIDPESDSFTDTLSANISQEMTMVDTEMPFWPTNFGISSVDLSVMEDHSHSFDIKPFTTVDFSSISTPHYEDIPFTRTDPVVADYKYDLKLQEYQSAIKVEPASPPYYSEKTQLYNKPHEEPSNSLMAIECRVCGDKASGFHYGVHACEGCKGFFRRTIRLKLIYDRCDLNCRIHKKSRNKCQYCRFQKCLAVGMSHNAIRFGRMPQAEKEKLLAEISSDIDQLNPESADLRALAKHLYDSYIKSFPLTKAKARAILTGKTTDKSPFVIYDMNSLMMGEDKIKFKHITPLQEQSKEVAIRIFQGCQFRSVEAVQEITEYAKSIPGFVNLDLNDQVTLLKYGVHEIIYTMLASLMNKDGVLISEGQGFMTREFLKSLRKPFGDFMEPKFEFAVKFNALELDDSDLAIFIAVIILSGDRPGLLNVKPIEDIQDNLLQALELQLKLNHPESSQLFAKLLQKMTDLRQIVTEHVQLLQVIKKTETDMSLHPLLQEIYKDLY
# TNAP act hi DEA – TNAP activators at high phosphate acceptor level, primary screen, biochemical, luminescence, uHTS. Alkaline phosphatase, tissue-nonspecific isozyme (Homo sapiens), P05186. purified TNAP, CDP-star luminescence, 1 M DEA, 30 min; active compounds read high; 0 = EDTA background, 1 = DMSO-only activity. activation factor at 20 µM. 200,000 tested, under 10 active;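 active = activation factor at least 2 at 20 µM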
#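 system = human TNAP | amount = enzyme diluted 1/800 final | reagent = 100 µM CDP-star substrate | signal = luminescent substrate turnover signal | dosing = one dose, 20 µM | benchmarks = EDTA negative control, DMSO positive control | measure = activation factor | timing = 30 min reaction, room temperature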
# PPARg SRC-2 ag – agonists of PPARg-SRC-2 recruitment, primary screen, biochemical, HTS. 0.34% of 200,000 active. AID 1032, 2008. PPARgamma LBD-SRC-2 recruitment. activation, % at 8 µM; in the data active = activation above about 22%;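 also: 0% = vehicle and 100% = reference agonist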
# Efa HMGR inh – inhibitors of E. faecalis class II HMGR, primary screen, biochemical, Enterococcus faecalis; 0.41% of 190,000 active; HMG-CoA reductase (Enterococcus faecalis, mvaE); inhibition, % at 10 µM; purified E. faecalis HMGR, NADPH absorbance 340 nm kinetic;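 active = inhibition above a set limit, the median over all tested compounds plus 3 SD, cut at about 9.5% in these data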;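 also: enzyme runs in reverse so mevalonate oxidation gives rising NADPH absorbance; 0% = complete reaction with DMSO and 100% = background rate lacking mevalonate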
# TNAP inh hi DEA – human TNAP enzyme inhibitors, primary screen, biochemical, luminescent, high phosphate acceptor level, uHTS; purified TNAP, CDP-star luminescence, 1 M DEA; inhibition, % at 20 µM; 0.03% of 200,000 active; AID 1135, 2008;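 active = over 50% inhibition of tissue-nonspecific alkaline phosphatase at 20 µM in the single-dose screen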;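 also: plate controls were DMSO wells for no effect and EDTA-quenched wells as full inhibition for full effect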
# SRC2 TRFRET art – TR-FRET signal artefacts, primary screen, artefact control for PPARgamma SRC-2 agonist project, biochemical | 0.4% of 200,000 active | TR-FRET artefact counter-screen; active compounds read high | TR-FRET ratio at 8 µM; in the data active = TR-FRET ratio above about 2000; also: inactives centre near 1500
# PPARg SRC1 recr – PPARgamma agonists recruiting SRC-1 coactivator, primary screen, biochemical; Peroxisome proliferator-activated receptor gamma (Homo sapiens), P37231; AID 631, 2007; activation, % at 8 µM; PPARgamma-SRC-1 coactivator recruitment biochemical assay; 0.41% of 200,000 active; in the data active = activation above about 19%;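 also: 0% = DMSO and 100% = reference agonist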
# Starred values were filed as active, the others as inactive; . = no result given.
no.	mol	bIAP inhibitor	bIAP activator	TNAP inh noacc	PPARg SRC-3 ag	TNAP act hi DEA	PPARg SRC-2 ag	Efa HMGR inh	TNAP inh hi DEA	SRC2 TRFRET art	PPARg SRC1 recr
1	O=C(NC1(C(F)(F)F)NC(=O)N(Cc2cccnc2)C1=O)c1ccncc1 (stereo not given)	-12	1.1	-8	10	1	4	0	0	1645	2
2	NC(=O)CSc1nnc(CCc2nc3ccccc3[nH]2)n1-c1ccccc1	.	.	.	-6	.	0	.	.	1566	0
3	CC(C)=C(NC(=O)c1ccccc1)C(=O)N/N=C/c1ccc(O)cc1	22	0.8	3	5	1	2	1	1	1542	5
4	CCN(CC)CCN(Cc1cc2cc3c(cc2[nH]c1=O)OCCO3)C(=O)NC1CCCCC1	34	0.7	-3	3	1.1	-2	1	-6	1649	19*
5	O=C(Oc1cccc2c(O)cccc12)c1ccccc1	34	0.7	-7	1	1	-3	1	-1	1460	-7
6	CN=C(Nc1cc(Cl)ccc1Cl)SC1CC(=O)N(c2ccc(C(=O)OC)cc2)C1=O (stereo not given)	-6	1.1	-11	-1	1.1	6	4	-7	1495	1
7	CCC(C)(C)NC(=O)c1ccc2c(c1)OCCO2	-13	1.1	-4	0	1	1	-3	2	1704	6
8	CN1CCN(Cc2cc(=O)oc3cc4c(cc23)CCC4)CC1	0	1	-13	-6	1.1	5	1	-8	1708	1
9	CCCN(CCC)S(=O)(=O)c1ccc(C(=O)Nc2nnc(-c3cccc(OC)c3)o2)cc1	-4	1	-11	-1	1	-6	-1	2	1521	0
10	COc1ccc(N2CCN(CCCNS(=O)(=O)c3c(C)noc3/C=C/N(C)C)CC2)cc1	2	1	2	10	1	10	1	2	1494	8
11	CCOC(=O)N1CCC(NC(=O)CCc2nc(-c3ccccc3F)no2)CC1	-7	1.1	-3	9	1	-3	0	2	1451	2
12	COc1ccc(OCC(=O)O/N=C(\N)Cc2cccs2)cc1	-19	1.2	-3	-4	1	0	-5	2	1556	0

# Compound profiles, from the list above:
# `CCN(CC)CCN(Cc1cc2cc3c(cc2[nH]c1=O)OCCO3)C(=O)NC1CCCCC1` is listed as bIAP inhibitor: 34; bIAP activator: 0.7; TNAP inh noacc: -3; PPARg SRC-3 ag: 3; TNAP act hi DEA: 1.1; PPARg SRC-2 ag: -2; Efa HMGR inh: 1; TNAP inh hi DEA: -6; SRC2 TRFRET art: 1649; PPARg SRC1 recr: 19*
# `CN1CCN(Cc2cc(=O)oc3cc4c(cc23)CCC4)CC1` is listed as bIAP inhibitor: 0; bIAP activator: 1; TNAP inh noacc: -13; PPARg SRC-3 ag: -6; TNAP act hi DEA: 1.1; PPARg SRC-2 ag: 5; Efa HMGR inh: 1; TNAP inh hi DEA: -8; SRC2 TRFRET art: 1708; PPARg SRC1 recr: 1
# `CCOC(=O)N1CCC(NC(=O)CCc2nc(-c3ccccc3F)no2)CC1` is listed as bIAP inhibitor: -7; bIAP activator: 1.1; TNAP inh noacc: -3; PPARg SRC-3 ag: 9; TNAP act hi DEA: 1; PPARg SRC-2 ag: -3; Efa HMGR inh: 0; TNAP inh hi DEA: 2; SRC2 TRFRET art: 1451; PPARg SRC1 recr: 2

# Additional compounds:
no.	mol	bIAP inhibitor	bIAP activator	TNAP inh noacc	PPARg SRC-3 ag	TNAP act hi DEA	PPARg SRC-2 ag	Efa HMGR inh	TNAP inh hi DEA	SRC2 TRFRET art	PPARg SRC1 recr
13	COc1cccc(CN2CCN(C3CCN(c4ccccc4C)CC3)CC2CCO)c1 (stereo not given)	-10	1.1	-4	3	1	3	11*	0	1365	-6
14	Cc1nnc(SCC(=O)N(C)Cc2ccccc2)[nH]c1=O	5	1	-7	-6	1	-5	-1	-2	1487	-2
15	O=C(CN1C(=O)CCC1=O)Nc1ccc(Cc2ccc(NC(=O)CN3C(=O)CCC3=O)cc2)cc1	-11	1.1	-2	1	1	12	4	1	1425	-3
16	O=C(CSc1ccccc1)N1CCC(N2CCC(C(=O)N3CCCC3)CC2)CC1	-10	1.1	1	-1	1.1	-5	-2	-6	1506	12
17	COC(=O)[C@H](C)NC(=O)Nc1ccc(OC(F)(F)F)cc1	16	0.8	-9	3	1	1	-3	-3	1345	10
18	CCc1ccc(NC(=O)N(C2CCC(C)CC2)C2CCN(C(C)=O)CC2)cc1 (stereo not given)	-17	1.2	-6	-3	1.1	5	0	-7	1730	4
19	NCCn1c(-c2ccccc2)cc(C(=O)O)c1-c1ccccc1F	15	0.8	-9	-5	1	-3	-9	-2	1396	-4
20	Fc1ccc(Nc2nc(-c3ccncc3)nc3ccccc23)cc1	5	0.9	-15	-7	1	0	-10	1	1632	4
21	O=C(Nc1nc(-c2ccccn2)cs1)c1ccco1	-13	1.1	-112	2	1	3	-5	-4	1444	-8
22	CSc1nc(C)c(CCOC(=O)c2cccc(C)c2)c(=O)[nH]1	0	1	-1	-8	1	-17	0	5	1534	-12
23	Cc1ccc(/C=C2/SC(=S)N(CC(=O)Nc3ncc(Cc4ccc(C)cc4)s3)C2=O)cc1	17	0.8	-14	-4	1.1	3	-1	-8	1543	6
24	CN(C)CCNC(=O)Nc1ccc(F)cc1F	-3	1	-12	0	1.1	-2	-1	-5	1512	1
25	CC(C)Oc1ccc(Oc2ccc(C(F)(F)F)cn2)cc1	10	0.9	0	-6	1	-2	-7	-2	1510	4
26	COc1ccc(CNC(=O)CN(C)S(=O)(=O)c2ccccc2)cc1	-1	1	-7	4	1.1	-1	3	-7	1634	-2
27	Cc1cc(-n2c(C)cc(C(=O)COc3ccc([N+](=O)[O-])cc3)c2C)no1	2	1	-15	0	1.1	-1	-9	-5	1658	11
28	O=C(c1ccc(Cl)cc1)c1cnc2ccccn12	12	0.9	-17	-2	1	10	-5	-1	1537	1
29	CNC(=S)/N=C/NOCc1ccc(Cl)cc1Cl	4	1	-14	-1	1	-1	2	-2	1400	0
30	Cc1cc(S(=O)(=O)NC2CCCCC2)ccc1-n1cnnn1	-10	1.1	-4	-2	1	-6	0	-3	1639	-7
31	COc1ccc(OCC(=O)Nc2ccc(N3CCOCC3)cc2)cc1	2	1	-20	-6	1	6	-5	-5	1551	-1
32	CC1CCN(C(=S)NC2CCCCC2)CC1	18	0.8	-5	1	1	1	2	-4	1674	-4
33	O=C(CSc1nc(-c2ccccc2)nc2c1CCCC2)N1CCOCC1	4	1	-10	4	1	17	-6	-2	1644	-2
34	COc1ccc(-c2cc(C(F)(F)F)nc(SCC(=O)NCCCN3CCOCC3)n2)cc1	0	1	-4	5	1	13	-2	-2	1752	6
35	Cc1ccc(NC(=O)COC(=O)CCc2nc3ccccc3c(=O)[nH]2)c(Br)c1	8	0.9	-4	4	0.9	0	5	6	1473	-1
36	CCCCC(C(=O)NC(C)(C)C)N(Cc1ccco1)C(=O)c1snc(C(N)=O)c1N (stereo not given)	-3	1	-11	-7	1.1	2	-2	-8	1482	-1
37	Cc1nc2sc(C(=O)O)c(N)c2c2c1COC(C)(C)C2	-4	1	-7	7	1	2	3	-2	1673	0
38	Cn1nc(C(F)(F)F)c(CO)c1Sc1ccc(F)cc1	-5	1	-7	4	1	8	-1	-2	1728	4
39	CN1CCN(C(c2cc3cc4c(cc3[nH]c2=O)OCCO4)c2nnnn2C2CCCC2)CC1 (stereo not given)	-8	1.1	-5	5	1	5	3	0	1508	8
40	N#Cc1nc(-c2cccs2)oc1NCCc1ccccc1	36	0.6	-14	0	1	-2	-4	-1	1503	-5
41	CCOC(=O)c1c(NC(NC(C)=O)C(Cl)(Cl)Cl)sc2c1CCCC2 (stereo not given)	-11	1.1	2	0	1	7	1	0	1588	8
42	O=C1CSc2ccc(C(=O)NCC(c3ccco3)N3CCCCC3)cc2N1 (stereo not given)	-9	1.1	-10	4	1	-1	3	-2	1583	7
43	CCN(CC)S(=O)(=O)c1ccc(S(=O)(=O)N(Cc2ccccn2)Cc2ccco2)cc1	8	0.9	-1	-6	1	3	-2	5	1292	-8
44	C=CCn1c(SCC(=O)c2ccc(OC)cc2)nnc1-c1ccc2c(c1)OCO2	15	0.9	-8	0	1.1	0	-7	-5	1734	6
45	Cc1ccnc2nc(C(=O)OCCOc3ccccc3)nn12	6	0.9	-12	11	1.1	2	1	-7	1538	7
46	Clc1ccc(SCc2cn3ccccc3n2)cc1	4	1	-1	0	1.1	8	-2	-7	1564	5
47	COc1ccc(-c2cc(CN3C(=O)c4ccccc4C3=O)on2)cc1	.	.	.	-1	.	-8	.	.	1475	-4
48	O=C1C(=O)c2ccc(-c3ccccc3)cc2-c2ccccc21	-2	1	-3	-3	1	-3	-3	2	1525	1

# 3 of the entries above in order of their number in TNAP act hi DEA, descending:
nr | Compound | TNAP act hi DEA
23 | Cc1ccc(/C=C2/SC(=S)N(CC(=O)Nc3ncc(Cc4ccc(C)cc4)s3)C2=O)cc1 | 1.1
30 | Cc1cc(S(=O)(=O)NC2CCCCC2)ccc1-n1cnnn1 | 1
35 | Cc1ccc(NC(=O)COC(=O)CCc2nc3ccccc3c(=O)[nH]2)c(Br)c1 | 0.9

# Following part
no.	mol	bIAP inhibitor	bIAP activator	TNAP inh noacc	PPARg SRC-3 ag	TNAP act hi DEA	PPARg SRC-2 ag	Efa HMGR inh	TNAP inh hi DEA	SRC2 TRFRET art	PPARg SRC1 recr
49	Fc1cccc(Cl)c1CSc1nnc(CNc2ccccc2)o1	22	0.8	-4	3	1	3	-7	0	1481	7
50	O=C(N/N=C/c1cccc(OCC(=O)N2CCCC2)c1)C(=O)Nc1ccccc1F	41	0.6	-7	-2	1.1	-3	3	-8	1655	-2
51	CC(C)CCNC(=O)C1CCN(C(=O)N(C)C)CC1	11	0.9	-7	4	1	-5	0	-4	1452	-7
52	CCOC(=O)c1sc(C)c2c1NC(C)(c1cccs1)NC2=O (stereo not given)	25	0.7	2	26*	1	11	0	-5	1681	13
53	COc1ccc(C2N3CC4(C)CN2CC(C)(C3)C4=O)cc1OC (stereo not given)	8	0.9	-8	-8	1	-10	-1	-4	1427	2
54	COc1ccc(CCNC(=O)C2CCN(C(=O)NC3CCCCC3)CC2)cc1	11	0.9	-8	-12	1	6	-5	-1	1488	-2
55	CCN1CCCC1CNC(=O)C(=O)NC (stereo not given)	6	0.9	-13	-1	1	-4	1	-2	1504	0
56	CN(C)c1ccc(C2=NOC(CN3C(=O)c4ccccc4S3(=O)=O)C2)cc1 (stereo not given)	5	1	7	12	1	7	-1	-2	1626	-1
57	CCCCCCc1nc2ccccc2c(=O)n1NC(=O)c1c(O)c2cccc3c2n(c1=O)CC3	.	.	.	2	.	-4	.	.	1505	-8
58	Cc1ccc(S(=O)(=O)N2CCCC(C(=O)NCC(C)C)C2)cc1 (stereo not given)	-4	1	-12	2	1	1	1	-1	1753	7

# No enrichment for hits (roughly 1.6% active in at least one column).
